# Tb PYK inh: blocks Trypanosoma brucei pyruvate kinase | actives 0.12% (n = 410,000) | TbPYK enzyme, Kinase-Glo Plus ATP luminescence, 45 min | Potency, µM (top dose mostly 76.8 µM), for the others: at the highest dose activity, negative = inhibition, usual class: inhibitors | Q57TT1; active = well fitted inhibition curve with a large enough effect; also: nearly all actives have a fitted effect of over 50% in size
#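 Assay buffer: 50 mM TEA pH 7.2, 100 mM KCl, 10 mM MgCl2, 0.05% BSA, 0.01% Tween-20. Pyruvate kinase from T. brucei plus substrate met compound, then ADP (130 uM final). Luminescence was read post 45 min RT.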
# Active calls of the source: *; [ ] = remark or other dose. % is scaled to controls: 0 for no effect and ±100 for the full control effect; potency is read from the fitted curve at half-maximal effect. An excerpt (hit frequency here may not be typical).
molecule	Tb PYK inh
CC1(C(=O)NS(=O)(=O)Cc2cccc(Cl)c2)CCN1C(=O)Cc1cccs1 (stereo unspecified)	-1%
C[C@H](CO)N1C[C@H](C)[C@@H](CN(C)C(=O)Nc2cccc3ccccc23)OCCCC[C@H](C)Oc2ccc(NS(=O)(=O)c3cn(C)cn3)cc2C1=O	-8%
CCN(CC)CCNc1ncnc2c1cnn2-c1cc(Cl)ccc1C	2%
COc1cc(OC)c(OC)cc1/C=C/c1nc2cc3ccccc3cc2c(=O)n1-c1ccc(F)cc1F	-5%
CC(Sc1nc(=O)cc(N)n1CCc1ccccc1)C(=O)Nc1ccc(Cl)cc1 (stereo unspecified)	-1%
CCOc1ccc(CCNC(=O)c2sc3nc4n(c(=O)c3c2C)CCCC4)cc1	-5%
COc1ccc(CCNC(=O)c2ccc(Cn3c(=O)c4ccccc4n(Cc4ccc(F)cc4Cl)c3=O)cc2)cc1OC	-3%
CCOc1ccc(CCNC(=O)CSc2nnnn2-c2ccccc2Cl)cc1OCC	17%
O=c1[nH]c(SCc2c(F)cccc2Cl)nc2c1CCCC2	-4%
CC(CNC(=O)c1cnn(-c2ccc(F)cc2)c1-n1cccc1)c1ccccc1 (stereo unspecified)	5%
Cc1cc(C)cc(NC(=O)c2ccc3oc(=O)c(S(=O)(=O)c4ccc(F)cc4)cc3c2)c1	-1%
O=c1[nH]c(=S)[nH]c2c1C(c1ccc(Cl)cc1)OC(C1CCCCC1)C2 (stereo unspecified)	-3%

# More entries:
molecule	Tb PYK inh
O=C(NCCCn1ccnc1)c1sc2cc([N+](=O)[O-])ccc2c1Cl	6%
CCOc1ccc(S(=O)(=O)Nc2ccc3oc4c(c3c2)CC(C)CC4)cc1 (stereo unspecified)	-5%
COc1ccc(NC(=O)c2ccncc2)cc1S(=O)(=O)N1CCCCC1	0%
CN(C(=O)CO)c1c(I)c(C(=O)NCC(O)CO)c(I)c(C(=O)NCC(O)CO)c1I (stereo unspecified)	10%
Cc1cc(C)c(NC(=O)c2cc(S(=O)(=O)NCCC3=CCCCC3)ccc2F)c(C)c1	0%
CCc1nc2ccc(C(=O)Nc3ccc(C(N)=O)cc3)cn2c1N(CCC(C)C)CCN(C)C	1%
COc1cccc(NC(=O)c2sc3nc(C)c(C(=O)Nc4ccc(C)cc4C)c(-c4ccc(C)o4)c3c2N)c1	-4%
C[C@@H]1CN([C@H](C)CO)C(=O)c2cc(-c3ccc(C#N)cc3)cnc2O[C@H]1CN(C)C(=O)c1ccccc1	-3%
COc1ccc(-c2cn3c(n2)sc2cc(C(=O)NC4CCCCC4)ccc23)cc1	-5%
CC1(c2ccc(Cl)cc2)NC(=O)N(CC(=O)Nc2ccc3c(c2)OCO3)C1=O (stereo unspecified)	0%
Cc1ccc(NC(=O)Cn2c(=O)n(Cc3nc(-c4ccccc4)no3)c(=O)c3ccccc32)c(C)c1	1%
Cc1ccc(CN2C(=O)c3ccccc3Sc3ccc(C(=O)N4CCC5(CC4)OCCO5)cc32)cc1	-8%

# Further records.
molecule	Tb PYK inh
CCc1nc2ccc(C(=O)Nc3ccc(NC(C)=O)cc3)cn2c1N(C)CCC(C)C	0%
Cc1c(C(=O)NCc2cccc([N+](=O)[O-])c2)sc(=O)n1Cc1ccccc1F	-3%
COc1ccc(-c2nc3c(C)cc(Br)cn3c2Cc2ccsc2)cc1OC	-6%
Cc1ccc(CNC(=O)CN2C(=O)COc3ccc(S(=O)(=O)N4CCC(C)CC4)cc32)cc1	-3%
COc1ccc(NC(=O)c2cc(C3CCCCN3C(=O)c3ccc(NC(C)=O)cc3)on2)c(C)c1 (stereo unspecified)	-11%
COc1cccc(NC(=O)c2ccc3[nH]c(C)cc(=O)c3c2)c1	0%
COc1cccc(NC(=O)CSc2nc(-c3ccccc3)nc3c2Cc2cc(Cl)ccc2O3)c1	-4%
O=C(CC1C(=O)OCCN1Cc1ccccc1)Nc1cccc(C(F)(F)F)c1 (stereo unspecified)	-2%
CC(C)N1CCCC(C)(C(=O)Nc2nccc3ccccc23)C1 (stereo unspecified)	1%
O=C(NCc1cccnc1)c1[nH]c(C(F)(F)F)nc1-c1ccccc1	-3%
Cc1ccc(CNC(=O)CS(=O)(=O)Cc2nc(-c3ccccc3C)oc2C)cc1	-1%
COc1ccccc1NC(=O)CN1CCCN(S(=O)(=O)c2ccc(Br)cc2)CC1	-8%

# (continued)
molecule	Tb PYK inh
O=C(Cn1c(=O)ccc2cc(S(=O)(=O)N3CCCC3)ccc21)NCc1ccc(Cl)cc1	1%
Cc1cccc(C)c1-n1nnnc1C(c1cccs1)N1CCC2(CC1)C(=O)NCN2c1ccccc1 (stereo unspecified)	0%
Cc1cccc(C)c1NC(=O)NCCc1c[nH]c2ccccc12	1%
Cc1nc2scc(C)n2c(=O)c1S(=O)(=O)Nc1cccc(C(F)(F)F)c1	3%
COc1cc(NC(=O)c2cc(-c3ccc(F)cc3OC(C)C)n[nH]2)cc(OC)c1OC	2%
COc1ccc(N2CCN(C(=O)NCc3noc4ccccc34)CC2)cc1	-3%
O=C(Nc1cccc(Cl)c1)ON1CCCCC1	-2%
CCn1c(SCC(=O)N2CCC(C)CC2)nc2c([nH]c3ccccc32)c1=O	-4%
O=C(/C=C/[C@H]1O[C@@H](n2ccc(=O)[nH]c2=O)[C@H](O)[C@@H]1O)NCC1CCCO1 (stereo partly specified)	3%
C[C@H]1CN([C@@H](C)CO)C(=O)CCCn2cc(nn2)CO[C@@H]1CN(C)S(=O)(=O)c1cccs1	-9%
O=S1(=O)C[C@@H](N2CCN(c3ccccc3)CC2)[C@H](COCc2ccccc2)N1	2%
ON=Cc1ccnc2ccccc12	-14%

# Filtered by structure: the entries above containing a nitro group on carbon.
molecule	Tb PYK inh
O=C(NCCCn1ccnc1)c1sc2cc([N+](=O)[O-])ccc2c1Cl	6%
Cc1c(C(=O)NCc2cccc([N+](=O)[O-])c2)sc(=O)n1Cc1ccccc1F	-3%

# Other compounds:
molecule	Tb PYK inh
CCc1nc2c(OCC3COc4ccccc4O3)cccn2c1N(C)C(=O)c1cccs1 (stereo unspecified)	-2%
Cc1cc(C)cc(NC(=O)Cn2c(=O)n(-c3cc(C)cc(C)c3)c(=O)c3oc4ccccc4c32)c1	1%
CCOC(=O)C1CCN(CC(=O)Nc2cc(C)c3c(=O)oc4ccccc4c3n2)CC1	2%
O=S(=O)(Nc1ccc(-c2ccc(N3CCCC3)nn2)cc1)c1cc(F)ccc1F	1%
COc1ccc(-c2nsc(NC(=O)c3oc4cc(C)c(C)cc4c3C)n2)cc1	0%
CC1(C(=O)O)CCCN1C(=O)c1ccccc1OC(F)(F)F (stereo unspecified)	0%
Cc1cc(C)c2nc(N3CCCC(C(=O)NCc4ccccc4F)C3)sc2c1 (stereo unspecified)	1%
O=C(NCCCN1CCCC1)c1[nH]c(C(F)(F)F)nc1-c1ccccc1	4%
O=C(CCn1c(=O)c2cccn2c2ccc(F)cc21)NCc1ccccc1F	-5%
COc1ccccc1CNC(=O)CCCCn1c(=O)c2ccccc2n(CC(=O)Nc2cc(Cl)ccc2C)c1=O	3%
Cc1ccc(S(=O)(=O)c2[nH]c(-c3ccccc3)nc2SCC(N)=O)cc1	-4%
O=C(CSc1nc2ncccc2o1)Nc1cccc(C(F)(F)F)c1	-6%

# Three structures out of the list, sorted by number of heavy atoms, high to low.
molecule	Tb PYK inh
Cc1cc(C)cc(NC(=O)Cn2c(=O)n(-c3cc(C)cc(C)c3)c(=O)c3oc4ccccc4c32)c1	1%
CCOC(=O)C1CCN(CC(=O)Nc2cc(C)c3c(=O)oc4ccccc4c3n2)CC1	2%
O=C(CCn1c(=O)c2cccn2c2ccc(F)cc21)NCc1ccccc1F	-5%

# Back to the main list with the 6 entries that preceded the break.
molecule	Tb PYK inh
Cc1cc(C)c2nc(N3CCCC(C(=O)NCc4ccccc4F)C3)sc2c1 (stereo unspecified)	1%
O=C(NCCCN1CCCC1)c1[nH]c(C(F)(F)F)nc1-c1ccccc1	4%
O=C(CCn1c(=O)c2cccn2c2ccc(F)cc21)NCc1ccccc1F	-5%
COc1ccccc1CNC(=O)CCCCn1c(=O)c2ccccc2n(CC(=O)Nc2cc(Cl)ccc2C)c1=O	3%
Cc1ccc(S(=O)(=O)c2[nH]c(-c3ccccc3)nc2SCC(N)=O)cc1	-4%
O=C(CSc1nc2ncccc2o1)Nc1cccc(C(F)(F)F)c1	-6%
CC(=O)C1=CCC(c2ccc(Cl)cc2)N(S(=O)(=O)c2ccccc2)C1 (stereo unspecified)	4%
COc1ccc(NC(=O)c2cc(-c3cc(F)ccc3OC(C)C)n[nH]2)c(OC)c1	4%
Cc1cn2c(=O)cc(COC(=O)c3ccc(NC(=O)c4ccccc4C)cc3)nc2s1	0%
Cc1ccc(Cl)cc1N1CCN(C(=O)c2cccn2-c2nnc(N3CCCCC3)s2)CC1	7%[15.4 µM]
COCCNc1nc(NCCCN(C)C)c2sccc2n1	-8%
Cc1ccc(NC(=O)N2CCN(Cc3nc4ccc(C)cc4o3)CC2)cc1	3%
COc1cccc(C(=O)N2c3ccc(C)cc3C(C)(c3ccccc3)CC2(C)C)c1 (stereo unspecified)	1%
CCCCN(C=O)c1c(CC)nc2c(OCCOc3ccc(F)cc3)cccn12	4%
CCc1ccc(C2C(C(=O)Nc3ccccc3OC)=C(C)Nc3c(C(=O)Nc4ccc(C)cc4)cnn32)cc1 (stereo unspecified)	-7%
Cc1cc2c(cc1C)NC(CC(=O)Nc1cccc(Cl)c1)C(=O)N2 (stereo unspecified)	3%
COc1cc2ccc(C(C)=O)cc2cc1OC	6%
COc1ccc(Br)cc1Cn1nnc(C(=O)Nc2ccc(C)cc2C)c1N	1%

# Next section
molecule	Tb PYK inh
CC(C)(C)OC(=O)NCC(=O)NNC(=O)C(C(=O)OCc1ccccc1)c1ccccc1 (stereo unspecified)	-3%
Cc1nc2ccn(Cc3cccnc3)c(=O)c2cc1C(=O)N1CCN(c2ccccc2F)CC1	-6%
Cn1c(=O)n(C)c2cc(CNC(=O)[C@H]3O[C@@H](n4cnc5c(N)ncnc54)[C@H](O)[C@@H]3O)ccc21	-2%
CC(CCc1ccccc1)NC(=O)Cn1c(=O)nc(-c2ccccc2)c2cc(Cl)ccc21 (stereo unspecified)	1%
O=C(Cn1ncc2c3ccccc3n(Cc3ccc(F)cc3)c2c1=O)NCc1cccs1	-5%
Cc1cc(C)c(NC(=O)CSc2nc(=O)n(Cc3cccnc3)c3c2CCC3)c(C)c1	0%
CN(C)S(=O)(=O)c1ccc(C(=O)N2CC(=O)Nc3ccc(Br)cc3C2c2ccc(F)cc2)cc1 (stereo unspecified)	1%
CCOC(=O)N1CCc2c(sc3c2c(=O)n(Cc2ccccc2)c(=O)n3Cc2cc(C)ccc2C)C1	2%
Cc1cccc(-n2c(=O)c3ccccc3n(Cc3ccccc3)c2=O)c1	-5%
CCCOc1ccc(CNC(=O)C(NS(=O)(=O)c2cccs2)C(C)C)cc1 (stereo unspecified)	-8%
O=c1[nH]c(=O)n(C2OC(CO)C(O)C2O)c2c1CCCC2 (stereo unspecified)	-9%
CCc1csc(CNC(=O)C2CCC(=O)N(Cc3cccc(OC)c3)C2)n1 (stereo unspecified)	-15%

# Additional results:
molecule	Tb PYK inh
COc1cccc(CNC(=O)CNS(=O)(=O)c2ccc3nc(C)sc3c2)c1	-5%
Cc1cc(NC(=O)CS(=O)(=O)c2cn(Cc3cccc(Cl)c3)c3ccccc23)no1	4%
Cc1ccc(NC(=O)CN2CCN(S(=O)(=O)c3ccc(C(C)C)cc3)CC2)cc1F	1%
Cc1cc(C)cc(N2C(=O)N(CC(=O)c3ccc(Br)cc3)c3ccccc3S2(=O)=O)c1	3%
COc1cccc(NC(=O)CN(C)S(=O)(=O)c2ccc3nc(C)sc3c2)c1	3%
COc1cccc(CNc2cc(C)nc3nc(-c4ccc(C)cc4)nn23)c1	3%
Fc1ccc(Nc2nc(SCc3cccc(Cl)c3)nc3ccccc23)cc1	1%
CC1(C(=O)NS(=O)(=O)c2ccccc2Cl)CCN1C(=O)c1cccc(F)c1 (stereo unspecified)	5%
Cc1cc(NC(=O)C2CCCN(S(=O)(=O)c3cccc4nsnc34)C2)ccc1Br (stereo unspecified)	4%
COC(=O)c1c(C)sc(-c2c(-c3ccc4c(c3)OCCO4)[nH]c3c2c(=O)n(C)c(=O)n3C)c1O	4%
Cc1ccc([C@H]2C[C@H](O)[C@@H](n3cc(COC(=O)c4ccccc4)nn3)CN2Cc2cccs2)cc1	3%
O=C(CC[C@H]1O[C@@H](n2ccc(=O)[nH]c2=O)[C@H](O)[C@@H]1O)NCCCc1ccccc1	2%

# The listing continues.
molecule	Tb PYK inh
O=S(=O)(NN=C1CCCCCCC1)c1ccccc1	-3%
Cc1ccc(C)c(CC(=O)N2CCCC(c3cc(C(=O)NCc4ccccc4)no3)C2)c1 (stereo unspecified)	-6%
N#C/C(=C\c1cccc(F)c1)c1nc(-c2cc3c(ccc4ccccc43)oc2=O)cs1	1%
COc1ccc(CN2C(=O)C(CC(=O)NCc3cccs3)CC(C(=O)N3CCOCC3)=C2C)cc1 (stereo unspecified)	-12%
CC(=O)Nc1ccc(C(=O)CSc2nnc3ccc4ccccc4n23)cc1	1%
Cc1cc(C)cc(-n2nnc(-c3nc(-c4ccccc4F)no3)c2C)c1	-2%
CCOC(=O)c1ccc(NC(=O)C2=C(C)C(=O)OC23CCN(C(C)=O)CC3)cc1	-4%[15.4 µM]
CCN(CC)C(=O)c1cccc(-c2csc(C(C)(O)c3cccc(F)c3)n2)c1 (stereo unspecified)	-1%
COc1ccc(NC(=O)CSC2=Nc3ccccc3C3=NC(CCC(=O)NC4CCCCC4)C(=O)N23)cc1 (stereo unspecified)	2%

# Assay outcomes (PubChem)
